NCI-60 one-dose screen, 48 h, at 10 µM unless noted. Numbers give growth in % (100 = growth as untreated, 0 = no growth, -100 = all killed).
TK-10: TK-10 renal cancer cells. hit rate 3.9% among 81,000. AID 1794769
RXF 393: RXF 393 renal cancer cells; hit rate 6.9% among 77,000; AID 1794773
CAKI-1: CAKI-1 renal cancer; hit rate 4.7% among 75,000
ACHN: ACHN renal cancer; AID 1794771; hit rate 4.9% among 81,000
UO-31: UO-31 renal cancer. AID 1794768. hit rate 5.2% among 81,000
A498: A498 renal cancer cells | hit rate 5.4% among 76,000
SN12C: SN12C renal cancer cells. hit rate 3.8% among 81,000
786-0: 786-0 renal cancer cells; hit rate 5.1% among 81,000
* hit, by the source's call; x = not tested or not shown; & = joins results of further samples. How the source made its calls: active means growth percent below 10; inactive means the rest.

Sample of the layout:
Molecule	TK-10	RXF 393	CAKI-1	ACHN	UO-31	A498	SN12C	786-0
NNC(=O)C1C(O)CCC2CN3CCc4c([nH]c5ccccc45)C3CC21 (configuration not stated)	103.0	101.9	93.6	105.4	73.8	130.4	92.2	96.4
COC(=O)c1ccc2oc(NC(=O)c3ccc(N4CCOCC4)c([N+](=O)[O-])c3)nc2c1	115.3	119.4	85.9	94.1	75.4	98.5	87.3	108.4

Main list, from the start:
Molecule	TK-10	RXF 393	CAKI-1	ACHN	UO-31	A498	SN12C	786-0
NNC(=O)C1C(O)CCC2CN3CCc4c([nH]c5ccccc45)C3CC21 (configuration not stated)	103.0	101.9	93.6	105.4	73.8	130.4	92.2	96.4
COC(=O)c1ccc2oc(NC(=O)c3ccc(N4CCOCC4)c([N+](=O)[O-])c3)nc2c1	115.3	119.4	85.9	94.1	75.4	98.5	87.3	108.4
COc1cc2c3nc4cc(C)c(C)cc4nc3n(CCC(C)C)c2cc1OC	153.6	46.6	41.7	27.6	31.6	108.4	51.6	74.8
CCCCN(Cc1c(O)ccc2ccccc12)Cc1c(O)ccc2ccccc12	112.5	105.3	91.6	89.8	73.3	97.2	103.5	113.6
C/C(=N/O)c1ccc(N2C(=O)c3c(Br)c(Br)c(Br)c(Br)c3C2=O)cc1	103.8	121.0	104.4	103.1	85.1	101.0	102.3	103.1
O=C(CC(=O)N1CCOCC1)N1CCOCC1	92.6	135.5	98.8	106.1	92.6	121.5	110.1	x
COc1cc2c3c(n(C)c(=O)c2cc1OC)-c1cc2c(cc1C3=O)OCO2	101.1	75.7	24.3	26.6	32.6	75.5	87.0	77.1
OC(CCN1CCCCC1)(c1ccccc1)c1ccccc1	112.7	91.7	92.6	x	75.4	100.4	108.2	98.1
COc1ccc(C2=NN(C(=O)[C@H]3[C@@H](c4cc(Cl)ccc4OCC(=O)O)c4sc(=O)[nH]c4S[C@@H]3C)C(c3ccc4ccccc4c3)C2)cc1 (some centres not stated)	105.3	126.6	109.3	98.8	100.7	117.4	100.6	99.8
C#CCOc1ccc(/C=N/Nc2nc(-c3cc4cc(Br)cc(Br)c4oc3=O)cs2)cc1	142.2	113.5	88.1	98.8	88.5	85.4	92.1	99.7
COc1cccc(-c2nn(-c3ccccc3)cc2-c2ccnc(NCCNS(=O)(=O)c3ccc(Cl)cc3)c2)c1	41.5	29.8	32.2	26.6	15.8	45.9	33.9	40.3
O=c1nc2sc3ccccc3cc-2s1	100.1	100.6	94.1	100.5	92.1	100.2	97.9	95.8
Cc1cc2c(cc1C)NC(=O)CC(=O)N2	97.9	122.6	100.7	103.9	84.8	113.8	109.5	104.7
O=[N+]([O-])c1ccc(CSc2ncnc3c2ncn3C2CCCCO2)cc1 (configuration not stated)	83.1	109.5	x	x	79.4	90.5	103.8	84.0
C=C(C)[C@@H]1CC[C@]2(C)[C@H](CC=C3[C@@H]4[C@@H](C)[C@H](C)CC[C@]4(C(=O)OC)CC[C@]32C)[C@@]1(C)CC/C(N)=N/O	77.5	85.8	46.0	68.9	82.8	99.2	78.2	77.7
CC1(C)C2CC1C1(/C=N/NC(N)=S)C(C2)C(C#N)(C#N)C1(C#N)C#N (configuration not stated)	116.5	71.7	104.0	44.8	51.4	94.3	87.6	81.7
CCOc1ccc(-c2nnc(-c3ccc(OCC)cc3)n2-c2cc(OC)c(OC)c(OC)c2)cc1	77.3	101.4	73.9	88.9	81.4	97.4	94.7	89.9
Cn1c(=O)ccc2c(=O)c3c(ccc4ccccc43)oc21	124.8	114.4	90.4	100.3	67.2	64.9	96.9	106.0
CN1C=C/C(=C/[N+](=O)[O-])N(C)C1=O	95.3	112.3	97.3	107.4	89.2	113.9	101.6	94.8
COc1cc(/C=N/NC(=O)c2ccc(NC(=O)c3ccccn3)cc2)cc(OC)c1OC	87.9	116.5	96.1	96.4	103.8	103.0	110.2	91.5
CCOC(=O)CC(C)C(F)(F)F (configuration not stated)	91.1	122.1	97.1	101.2	91.4	113.5	103.7	96.7
Cn1ccnc1COc1ccc(C(=O)N2CCN(c3ccccn3)CC2)cc1	104.5	108.8	91.2	99.9	91.4	87.3	98.0	100.4
CCOc1ccc2nc(N3CN(c4cc(OC)c(OC)c(OC)c4)c4ncccc4C3=O)sc2c1	86.7	99.8	95.6	85.3	113.7	102.1	115.2	87.7
Cc1cc2nc(CC(=O)c3ccccc3)c(CC(=O)c3ccccc3)nc2cc1C	153.8	102.5	87.4	81.3	x	129.4	89.0	85.4
C/C(=N\Nc1ncnc2cc(Cl)ccc12)c1ccc(-n2cc[n+](C)c2)nc1	118.9	107.2	91.3	93.7	81.9	107.7	75.4	103.8
NNC(=O)c1cccc2ccccc12	107.7	103.7	101.0	108.0	85.6	114.9	100.4	96.8
O=NN(CCCl)C(=O)NCCCl	100.5&105.9&118.2	93.2&92.1&92.3	73.2&85.8&90.8	91.6&88.6	87.5&92.5&87.5	98.7&107.0&91.2	88.7&99.2&100.2	104.8&93.9&102.9
COC(=O)[C@]1(C)CCC[C@]2(C)[C@H]3C[C@H]4C(C(C)C)=C[C@]3(CC[C@H]21)[C@H]1[C@@H]4[C@@H](OCCc2nn[nH]n2)CC[C@@H]1OCCc1nn[nH]n1	99.8	85.7	75.2	81.4	63.9	117.9	82.2	87.5
O=[N+]([O-])c1cc(Br)cc(Br)c1	96.9	105.4	x	x	90.9	104.3	108.0	100.2
O=C(/C=C/c1cccc(OCc2ccc(F)cc2)c1)c1nc2ccccc2[nH]1	79.0	57.7	67.3	78.9	69.4	111.9	76.9	-46.1*
Cc1cn(C2CC(O)C(CO)(N=[N+]=[N-])O2)c(=O)[nH]c1=O (configuration not stated)	93.8	x	94.1	103.9	94.3	97.7	105.6	104.0
CC(C)(C)n1cc(-c2ccnc(NCCCNS(=O)(=O)c3cccc(F)c3)n2)c(-c2ccc(F)c(O)c2)n1	115.7	87.7	85.9	86.5	79.2	111.5	81.8	92.8
CCNNC(=O)[C@@H]1[C@H](c2cc(OC)c(OC)c(OC)c2)c2cc3c(cc2[C@H](O)[C@H]1CO)OCO3	41.6	15.3	29.3	28.6	42.0	x	24.0	0.9*
Cc1ccc(S(=O)(=O)N2CC=C(N)N2)cc1	106.2&94.9	104.9&107.7	97.1&99.3	100.1&107.8	87.9&90.3	106.8&94.5	101.4&99.3	101.0&111.6
OC1C(O)C(O)C(O)C(O)C1O (configuration not stated)	106.1&103.8	99.3&114.9	103.7&100.3	108.0&101.5	109.2&98.1	98.7&109.1	109.5&101.2	99.9&95.6
O=C(O)c1ccccc1N=Nc1ccc(O)cc1	127.7	160.8	x	96.5	96.9	96.8	109.2	101.1
COc1ccc(NC(=O)CSc2nc3ccccc3c(=O)n2Cc2ccc(S(N)(=O)=O)cc2)cc1	101.4	98.5	95.9	103.7	81.8	x	103.4	98.6
CCCCCNc1ccc(NCCCCC)c2c1C(=O)c1ccccc1C2=O	107.2	114.8	87.6	91.9	67.0	105.0	95.1	108.7
CCOC(=O)c1ccc(N2C(=O)C(Cl)(c3ccccc3)C2c2ccco2)cc1 (configuration not stated)	106.0	99.7	71.7	91.9	70.8	88.8	95.0	80.9
CCOC(=O)C1=CC(=O)N2C(=NC(=O)C2CC(C)C)S1 (configuration not stated)	136.6	x	96.9	98.3	80.0	104.0	96.7	104.7
CC(N)CC1CC2CCC1C2 (configuration not stated)	101.0	110.0	97.1	105.9	87.5	95.0	113.6	105.8
Cc1ccncc1C(N)=O	111.7	x	64.4	95.3	97.0	82.7	101.1	105.8
COc1ccc(-c2csc(NC(=O)c3ccc(Cc4n[nH]c(=O)c5cccnc45)cc3)n2)cc1	115.4	72.4	84.5	88.2	51.9	95.8	89.1	99.2
CSc1nc(N)c(S(=O)(=O)O)c(N)n1	103.9	111.1	89.1	98.4	106.3	80.9	93.1	101.5
O=C1CCCN1c1nc(-c2ccc(Cl)cc2)cs1	100.1	92.6	97.1	103.2	83.5	82.7	89.8	92.3
Nc1cc(=O)n(Cc2ccco2)c(=S)[nH]1	111.2	113.3	98.2	101.1	89.4	90.8	95.6	101.9
Nc1ccc2ccccc2c1S(=O)(=O)O	116.5	x	x	105.3	83.3	132.2	113.5	97.2
COc1ccc(-c2c(N)n[nH]c2-c2ccccc2O)cc1OC	98.5	x	21.6	101.9	62.6	117.9	104.4	97.2
CCCCCCCCCCCCCC	x	112.2	98.9	110.7	98.6	x	x	99.4
COc1ccc(C2NC(=O)NC(C)=C2C(=O)OC(C)C)cc1OC (configuration not stated)	93.3	96.2	97.7	108.8	92.2	110.5	109.3	91.5

Next part:
Molecule	TK-10	RXF 393	CAKI-1	ACHN	UO-31	A498	SN12C	786-0
COc1cc2c3cc1Oc1c(OC)c(OC)cc4c1C(Cc1ccc(O)c(c1)Oc1ccc(cc1)CC3N(C)CC2)N(C)CC4 (configuration not stated)	4.8*	-14.9*	x	18.9	2.8*	21.4	16.9	32.3
Cc1ccc(C(C)C)cc1C(=O)C[n+]1ccccc1	103.0	121.1	99.6	95.6	87.5	81.5	102.0	96.4
CC(C)N=C(N/C(N)=N/c1nc2ccccc2s1)NC(C)C	80.6	51.9	45.2	55.4	46.4	72.8	45.6	58.5
CSc1nc(N)c2[nH]c(-c3cc4ccccc4[nH]c3=O)nc2n1	106.3	76.8	68.9	61.1	57.3	92.4	85.1	72.1
CCn1cc(C(=O)O)c(=O)c2cc(F)c(N3CCN(CC(=O)Nc4ccc(Cl)cc4)C(C)C3)c(F)c21 (configuration not stated)	120.4	99.4	86.4	86.0	68.6	72.9	97.8	103.6
NS(=O)(=O)c1ccc(N2N=C(c3ccc(-c4ccccc4)cc3)CCC2=O)cc1	112.0	107.4	x	94.2	96.5	99.6	97.7	85.0
C[C@H](OC(=O)CCl)[C@@H](C)OC(=O)CCl	100.3	116.5	94.4	98.0	91.1	109.9	101.6	89.4
CCCCNC(=O)NS(=O)(=O)c1ccc(N2N=C(c3ccc(C)cc3)CCC2=O)cc1	99.2	102.7	100.4	100.3	81.7	61.6	109.9	124.4
C=C(C)[C@@H]1CC[C@]2(CO)CC[C@]3(C)[C@H](CC[C@@H]4[C@@](C)(CCCO)[C@H](C(=C)C)CC[C@]43C)[C@@H]12	122.3	90.8	64.0	66.9	76.9	86.1	57.6	75.2
C[C@H]1[C@H](C)CC[C@]2(CO)CC[C@]3(C)C(=CC[C@@H]4[C@@]5(C)CCCN(C(=O)OC(C)(C)C)C(C)(C)[C@@H]5CC[C@]43C)[C@H]12	104.5	94.8	80.7	98.9	88.3	x	84.7	94.6
Cc1c(C(=O)N[C@@H](Cc2ccccc2)C(=O)C(=O)NCc2ccc(F)cc2)[nH]c2ccccc2c1=O	106.8	103.0	96.9	97.8	105.6	75.8	78.9	101.7
Cc1[nH]c(C(=O)Nc2ccc(C(N)=O)cc2OC(C)C)c(Cl)c1Cl	117.4	132.7	105.4	97.2	74.4	84.3	99.9	101.7
CCOC(=O)c1ccc2c(c1)nc(NC(=O)c1ccncc1)n2CCCOC(C)C	101.0	107.2	93.1	103.9	86.1	102.8	98.3	95.9
O=S(=O)(CS(=O)(=O)c1ccc(Br)cc1)c1ccc(Br)cc1	124.3	97.7	81.5	103.8	83.4	91.7	105.9	97.3
O=C1OC(=O)C2C3C=CC(CC3)C12 (configuration not stated)	93.6	100.1	102.8	101.7	83.5	109.1	100.0	94.5
OCC(O)C1OCOC(C(O)CO)C1O (configuration not stated)	106.9	121.5	89.2	101.8	88.4	110.4	91.4	106.5
COc1ccc(/C=C(\C)C=O)cc1	100.6	106.5	100.0	105.7	97.1	88.0	104.2	102.2
CN(C)CCOc1c(Cc2ccccc2)ccc2ccccc12	106.4	69.5	84.4	93.4	62.8	91.7	88.2	88.5
COc1ccc(C2=C(Nc3ccc(C(=O)Nc4ccccc4)cc3)C(=O)NC2=O)cc1	79.3	98.0	80.3	93.9	79.4	82.2	96.5	88.3
CCN1C(=O)N(c2ccccc2)C2C1NN=c1s/c(=C3\C(=O)N(C(C)C)c4ccccc43)c(=O)n12 (configuration not stated)	105.1	70.3	68.7	73.8	78.5	103.0	63.8	104.2
COc1ccc(-c2nnc(SCC(=O)Nc3ccc(C(=O)/C=C/c4cc(OC)c(OC)c(OC)c4)cc3)o2)cc1OC	112.1	92.1	x	x	78.8	92.1	93.3	92.7
COc1cc(-c2cc(-c3ccc(Nc4ncnc5cc(Cl)ccc45)cc3)nc(N3CCCCC3)n2)cc(OC)c1OC	110.6	106.2	93.1	96.8	80.0	89.5	90.9	98.9
COc1ccc2c(c1)N(CCO)C1=C(C(=O)OC1)C2c1cc(OC)c(OC)c(OC)c1 (configuration not stated)	66.0	55.5	7.0*	32.8	15.2	-12.2*	26.0	25.3

Limited to SN12C and A498, for 7 of the compounds above:
Molecule	SN12C	A498
Cc1ccc(C(C)C)cc1C(=O)C[n+]1ccccc1	102.0	81.5
OCC(O)C1OCOC(C(O)CO)C1O (configuration not stated)	91.4	110.4
COc1cc2c3cc1Oc1c(OC)c(OC)cc4c1C(Cc1ccc(O)c(c1)Oc1ccc(cc1)CC3N(C)CC2)N(C)CC4 (configuration not stated)	16.9	21.4
CN(C)CCOc1c(Cc2ccccc2)ccc2ccccc12	88.2	91.7
CCn1cc(C(=O)O)c(=O)c2cc(F)c(N3CCN(CC(=O)Nc4ccc(Cl)cc4)C(C)C3)c(F)c21 (configuration not stated)	97.8	72.9
CCN1C(=O)N(c2ccccc2)C2C1NN=c1s/c(=C3\C(=O)N(C(C)C)c4ccccc43)c(=O)n12 (configuration not stated)	63.8	103.0
NS(=O)(=O)c1ccc(N2N=C(c3ccc(-c4ccccc4)cc3)CCC2=O)cc1	97.7	99.6
